Screening data: PubChem, National Center for Advancing Translational Sciences (NCATS)
IP6K1 inh: Primary qHTS assay for small molecule inhibitors of Inositol hexaphosphate kinase 1 (IP6K1); Inositol hexakisphosphate kinase 1 (Homo sapiens), Q92551; IP6K1 kinase, ADP-Glo luminescence, 2 h; hits give low values; activity change, % (series mostly up to about 58 µM); hit rate 0.81% among 140,000; AID 1645851, 2021; in the data active = activity change below about -25%
Target sequence (Q92551 whole entry, looked up): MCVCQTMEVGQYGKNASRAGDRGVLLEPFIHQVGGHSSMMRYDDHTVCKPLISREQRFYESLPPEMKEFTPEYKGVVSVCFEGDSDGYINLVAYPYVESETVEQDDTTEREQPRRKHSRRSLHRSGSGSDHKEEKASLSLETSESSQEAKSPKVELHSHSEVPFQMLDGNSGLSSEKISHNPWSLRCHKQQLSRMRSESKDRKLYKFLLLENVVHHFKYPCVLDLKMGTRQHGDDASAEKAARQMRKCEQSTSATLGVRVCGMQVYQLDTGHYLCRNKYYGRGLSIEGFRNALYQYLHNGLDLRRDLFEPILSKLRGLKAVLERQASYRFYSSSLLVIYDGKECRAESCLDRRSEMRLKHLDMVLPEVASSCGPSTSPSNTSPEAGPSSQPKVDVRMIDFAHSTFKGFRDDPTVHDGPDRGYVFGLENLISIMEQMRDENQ
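ADP-Glo luminescence measures ADP made by human IP6K1 during a 2 h RT reaction with ATP/IP6 (mix at 1.3 mM/130 uM); top library doses 57.5 and 19.1 uM final.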
GPT2 inh: Primary qHTS assay for inhibitors of Glutamate pyruvate transaminase 2 (GPT2); Alanine aminotransferase 2 (Homo sapiens), Q8TD30; Recombinant GPT2, coupled pyruvate oxidase/HRP Amplex Red fluorescence; Potency, µM (highest dose often 57.7 µM), without a hit: at the highest dose activity change, negative = inhibition, actives largely listed as inhibitors; hit rate 0.25% among 100,000; also: potency is read from the fitted curve at half-maximal effect; nearly all actives have a fitted effect of over 60% in size; many of its hits are not listed in these tables
Target sequence (Q8TD30 whole entry, looked up): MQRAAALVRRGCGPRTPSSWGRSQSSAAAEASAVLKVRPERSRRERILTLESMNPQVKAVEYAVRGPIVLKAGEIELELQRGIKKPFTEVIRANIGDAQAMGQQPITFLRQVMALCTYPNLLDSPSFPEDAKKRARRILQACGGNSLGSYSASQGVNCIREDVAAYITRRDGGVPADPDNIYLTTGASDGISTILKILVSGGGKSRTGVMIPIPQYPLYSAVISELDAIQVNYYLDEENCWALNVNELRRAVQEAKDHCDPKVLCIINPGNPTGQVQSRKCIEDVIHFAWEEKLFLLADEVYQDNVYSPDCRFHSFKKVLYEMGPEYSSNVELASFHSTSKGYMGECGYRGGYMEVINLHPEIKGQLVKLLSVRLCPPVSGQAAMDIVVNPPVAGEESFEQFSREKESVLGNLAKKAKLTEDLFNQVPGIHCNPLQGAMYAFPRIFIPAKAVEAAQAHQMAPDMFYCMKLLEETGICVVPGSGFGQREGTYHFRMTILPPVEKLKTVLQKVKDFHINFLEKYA
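Inhibition is scored from Amplex Red fluorescence generated when pyruvate oxidase and HRP act on pyruvate released by GPT2. Reactions contain 10ng/uL enzyme, 250uM a-KG and 2mM L-alanine and run 30 min at room temperature.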
SNCA expr inh: Primary qHTS assay for inhibitors of alpha-synuclein gene (SNCA) expression; hit rate 0.17% among 140,000; HEK-293 SNCA-luciferase knock-in, luminescence, 24 h; Potency, µM (doses to about 57.2 µM), without a hit: top-dose activity change, negative = inhibition, usual class: inhibitors;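 also: potency is read from the fitted curve at half-maximal effect; plate controls were DMSO cells for no effect and cell-free wells for full effect; nearly all actives have a fitted effect of over 45% in size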
HEK293 tox: Cytotoxic Profiling in HEK 293 Cell Line of Diverse Libraries Using Quantitative High-Throughput Screening; hit rate 6.6% among 94,000; Potency, µM (highest dose often 115 µM), for the others: top-dose activity change, negative = cytotoxicity, usual class: inhibitors; HEK 293 viability, ATP luminescence (CellTiter-Glo), 48-72 h; also: potency is read from the fitted curve at half-maximal effect; nearly all actives have a fitted effect of over 60% in size
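CellTiter-Glo luminescence (cellular ATP) was read after 48 or 72 hr of compound exposure at 37 degree Celsius. Cells were HEK 293 plated at 250 cells/well.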
3T3 cytotox: Cytotoxic Profiling in NIH 3T3 Cell Line of Diverse Libraries Using Quantitative High-Throughput Screening; NIH 3T3 viability, CellTiter-Glo ATP luminescence, 48-72 h; Potency, µM (series often up to 96.7 µM), without a hit: at the highest dose activity change, negative = cytotoxicity, hits mostly inhibitors; hit rate 4.3% among 94,000; also: potency is read from the fitted curve at half-maximal effect; nearly all actives have a fitted effect of over 55% in size
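NIH 3T3 cells at 400 cells/well received 23 nL of compound by pintool and were incubated 48 or 72 h at 37 °C. Viability was read as ATP-coupled CellTiter-Glo luminescence.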
SNCA viab count: GF-AFC viability counterscreen for inhibitors of alpha-synuclein gene (SNCA) expression; hit rate 0.12% among 150,000; HEK-293-SNCA-luc viability, GF-AFC fluorescence, 24 h; Potency, µM (series often up to 57.1 µM), for inactives: at the top dose activity change, negative = cytotoxicity, actives largely listed as cytotoxic; AID 1671193, 2021;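 also: potency is read from the fitted curve at half-maximal effect; 0% = DMSO-treated cells and -100% = medium-only wells without cells; nearly all actives have a fitted effect of over 30% in size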
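HEK-293-SNCA-luc cells (1500/well) plated 24 h, then exposed 24 h to a dilution series; GF-AFC added 30 min at 37C, fluorescence 405/540 nm; normalised to medium-only and DMSO wells, Hill fit.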
FLuc inh: Firefly luciferase inhibition profiling of diverse chemical library using quantitative high-throughput screening; purified P. pyralis luciferase, luminescence, biochemical; Potency, µM (series often up to 115 µM), without a hit: at the highest dose activity change, negative = inhibition, most hits filed as inhibitors; AID 1347043, 2019; hit rate 2.5% among 76,000; also: potency is read from the fitted curve at half-maximal effect; nearly all actives have a fitted effect of over 65% in size
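Inhibitors were tested against purified firefly luciferase in a biochemical, low-substrate format (both substrates at 10uM) and luminescence measured with a CCD imager.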
The depositor's hits bear a star; i = inactive; u = inconclusive; x = not tested or not shown; [ ] = remark or other dose. Unless noted, calls follow the shape of the dose curve; as a rule, active = well fitted curve in the direction sought with a large enough effect; inconclusive = small, poorly fitted or top-dose-only effect, or another doubt; inactive = no such curve, though single readings can be large; an effect the other way counts as inactive or inconclusive. Unless noted, % is scaled to controls: 0 for no effect and ±100 for the full control effect. The order is random. About 7.8% of those tested had a hit in this group.

Below each SMILES – SNCA expr inh | SNCA viab count | FLuc inh | IP6K1 inh | 3T3 cytotox | HEK293 tox | GPT2 inh
(1) COc1cc(C(=O)N2CCC(Cc3nc(C(C)C)no3)CC2)cc(OC)c1OC
 : -29% | 5% | 4% | 0 | u | u | i
(2) COc1ccccc1NC(=O)CN(C)S(=O)(=O)c1ccc2c(c1)c(=O)n(C)c(=O)n2C
 : u | -11% | x | -2 | x | x | x
(3) COC[C@@H]1[C@H](C(=O)NCc2ccc(C)o2)CCCN1C
 : 8% | 3% | x | 27 | u | -15% | -3%
(4) CCOc1ccc(CCNC(=O)c2ccc(Cn3c(=O)c4cccn4c4cccnc43)cc2)cc1
 : 4% | 12% | x | 6 | x | x | x
(5) COc1ccc(CNC(=O)CN2CCSc3ccccc32)c(OC)c1
 : 38%[activator] | 3% | x | -13 | x | x | x
(6) COc1ccc(NC(=O)C2CCN(C(=O)c3ncn4c3COC(c3ccccc3)C4)CC2)cc1Cl (centres undefined)
 : 40%[activator] | -3% | 1.3µM* | 0 | 1% | 1% | 1%
(7) CCOc1cc(-c2noc(-c3nnn4c3COC(c3ccc(C)cc3C)C4)n2)ccc1OC (centres undefined)
 : 2% | 1% | 0% | -4 | -7% | 6% | i
(8) O=C1CCN(Cc2ccc3c(c2)CCO3)CCCC(c2nc(-c3cccnc3)no2)CCN1 (centres undefined)
 : -16% | -9% | 7% | 26 | -29% | u | i
(9) Cc1ccc(OCC(=O)N(Cc2ccc(N(C)C)cc2)CC2CCCO2)cc1C (centres undefined)
 : -12% | -21% | x | -3 | x | x | x
(10) CC(C)N1CCN(Cc2cnc(N3CCOCC3)s2)CC1CCO (centres undefined)
 : 50%[activator] | -1% | 0% | 5 | -4% | -13% | 0%
(11) COC1(c2ccccc2)CCN(C(=O)C2CCCN(C(=O)N(C)C)C2)CC1 (centres undefined)
 : 4% | 2% | 11% | -9 | 4% | -3% | -3%[11.5 µM]
(12) CC(=O)Nc1ccc(CNC2(Cc3cc(CN(C)Cc4ccccc4)on3)COC2)cc1
 : -16%[87.6 µM] | -20%[87.6 µM] | -14%[172 µM] | -2 | -19%[174 µM] | u | i
(13) COc1ccc(NC(=O)C2=C(C)Nc3ncnn3C2c2ccccn2)cc1 (centres undefined)
 : -4% | 1% | x | -9 | x | x | x
(14) O=C(NCCOc1ccccc1)[C@@H]1C[C@H](c2ccc(F)cc2)N([S+](=O)([O-])C2CC2)C1
 : -24%[87.6 µM] | 0%[87.6 µM] | 5%[172 µM] | 11 | u | u | -5%[88.5 µM]
(15) COc1ccc(OC)c(CN2CCCn3nc(C)c(-c4cnccc4C)c32)c1
 : -28%[87.6 µM] | -7%[87.6 µM] | -5%[172 µM] | 4 | 89µM* | u | i
(16) COc1cccc(CN2CCC23Cc2ccccc2NC3=O)c1 (centres undefined)
 : 11%[87.6 µM] | -3%[87.6 µM] | -1%[172 µM] | 2 | -11%[138 µM] | -10%[172 µM] | i
(17) COc1ccc(NC(=O)c2cc3n(n2)CC(c2ccc4c(c2)OCO4)OC3)cc1Cl (centres undefined)
 : -12% | -4% | -14% | 9 | -4% | u | i
(18) COc1ccc2[nH]c(=O)c(CCC(=O)NCCCN3CCCC(C)C3)cc2c1 (centres undefined)
 : u | 3% | -7% | 30 | i | 5% | i
(19) Cc1ccc(C(=O)N[C@H]2CO[C@H]3[C@@H]2OC[C@@H]3Nc2nccc(-c3cccs3)n2)cc1
 : 1%[87.6 µM] | -1%[87.6 µM] | -16%[172 µM] | -7 | -16%[174 µM] | -3%[172 µM] | 0%[88.5 µM]
(20) O=C(NC1C[C@H]2CC[C@@H](C1)N2C(=O)C1CCC1)c1ccc(F)cc1 (some centres undefined)
 : 6% | -1% | -5% | 0 | -5% | -27% | -14%
(21) O=C1Cc2c(-c3ccc4ccccc4c3)n[nH]c2CN1CCc1ccncc1
 : 10%[87.6 µM] | 1%[87.6 µM] | 9%[172 µM] | 18 | u | u | i
(22) O=C(CCc1nnn2c1CN(C(=O)Nc1cccc(F)c1)CC2)NC1CC1
 : 2% | 12% | -3% | -8 | -17% | 0% | i
(23) O=C(CC1=CCCCC1)N1C[C@@H](CO)[C@H](c2nc(C3CC3)no2)C1
 : -4% | -10% | -2% | -9 | -6% | i | 0%
(24) O=S(=O)(NC[C@H]1O[C@@H](CO)[C@@H](O)[C@H]1N1CCCC1)c1cccs1
 : 10%[87.6 µM] | -5%[87.6 µM] | -1%[172 µM] | 6 | i | 1%[172 µM] | -16%[88.5 µM]
(25) CCOc1ccccc1CN1CCn2c(nnc2[C@@H]2C[C@@H](O)CN2C)C1
 : 30%[activator] | 7%[12.5 µM] | -9% | -11 | -5% | -8% | i
(26) O=C([C@@H]1Cc2nc[nH]c2CN1Cc1ccc(C(F)(F)F)cc1)N1CCOCC1
 : -21%[87.6 µM] | -4%[87.6 µM] | -10%[172 µM] | 4 | -28%[174 µM] | -21%[172 µM] | -36%[88.5 µM]
(27) O=C(c1cc(C2CC2)nc2onc(C3CCCNC3)c12)N1CCCCC1 (centres undefined)
 : -21% | -2% | x | -8 | -7% | -6% | i
(28) O=C(NCc1ccccc1Cl)c1cnc(N2CCOCC2)c2ccccc12
 : 9% | 12% | x | 5 | x | x | x
(29) COCCN(C)C(=O)c1cn2cc(-c3ccccc3Cl)n(CC3CC3)c(=O)c2n1
 : -8% | 4% | -2% | -11 | -8% | -1% | -17%
(30) Cn1ccc2cc(S(=O)(=O)N3CCN(C(=O)Nc4ccccc4F)CC3)ccc21
 : 69%[activator] | 9% | x | 34 | x | x | x
(31) O=C(c1ccc(F)cc1)N1CCOC[C@H](Oc2cnccn2)C1
 : 39%[activator][87.6 µM] | 1%[87.6 µM] | -1%[172 µM] | 20 | -5%[174 µM] | -9%[172 µM] | 1%[88.5 µM]
(32) Cc1cnn(C(C)c2nc(-c3cccnn3)no2)c1 (centres undefined)
 : -15% | 2% | -13% | -12 | -10% | -7% | i
(33) CNC(=O)C1(N2CCC[C@H]2C(=O)NCc2ccccc2)CCCCC1
 : 10%[87.6 µM] | 0%[87.6 µM] | -1%[172 µM] | 5 | i | 3%[172 µM] | -4%[88.5 µM]
(34) CC(C)(CN1CCOCC1)NC(=O)c1csc2nc(-c3ccc(F)cc3)cn12
 : 19% | -20% | -13% | 0 | -27% | u | 4%
(35) COc1ccc2[nH]cc(CN3CCC4(CC3)CC(C(=O)N3CCOCC3)N(C)C4)c2c1 (centres undefined)
 : -11% | 3% | 3% | 3 | -15% | -1% | -9%
(36) O=C(NCc1cccnc1)C1CCC(=O)N1C1CCN(C(=O)c2ccccc2F)CC1 (centres undefined)
 : -8% | -12% | 0% | 13 | -5% | i | 2%
(37) O=C1Nc2ccc(-c3ccccc3F)cc2C(=O)N2CCN(C(=O)c3ccccc3)C[C@H]12
 : u | 2%[87.6 µM] | -3%[172 µM] | 0 | u | u | -4%[88.5 µM]
(38) O=C(O)Cc1ccc(O)c(O)c1
 : -12% | 5% | x | x | x | x | u
(39) C/C=C1\[C@H]2C=C(C)C[C@]1(N)c1ccc(=O)[nH]c1C2
 : -33%[25.6 µM] | 3%[23.9 µM] | x | -3 | x | x | -7%
(40) CCCc1nc(C(=O)NCc2ccc(-n3ccnc3C)cc2)cs1
 : 3% | u | -2% | 14 | u | 20µM* | -9%
(41) COC1CCC(C(=O)N2CCc3c(n(Cc4cccnc4)n(-c4ccccc4)c3=O)C2)CC1 (centres undefined)
 : 31%[activator] | 2% | -4% | 32 | u | i | 0%
(42) COCCN1CCCCCC(O)c2cc(C(=O)N(C)Cc3cccnc3)ccc21 (centres undefined)
 : -24% | 0% | -3% | -9 | u | u | i
(43) COc1cnc(-n2cnc(C)n2)c2[nH]cc(C(=O)C(=O)N3CCN(C(=O)c4ccccc4)CC3)c12
 : x | 28% | x | 18 | x | x | -3%
(44) COc1ccc2oc(=O)c(-c3nc4ccc(C)cc4[nH]3)cc2c1
 : 87%[activator] | -5% | x | 21 | x | x | x
(45) CN1CCCC2(CCN(C(=O)c3cccc(N4CCCC4=O)c3)C2)C1=O (centres undefined)
 : -23% | -15% | -7% | 0 | i | 2% | -1%
(46) CCn1cc(S(=O)(=O)N2C[C@@H](COC)[C@H](c3ccncc3)C2)cn1
 : 9% | -3% | 3% | -15 | -13% | -9% | 3%
(47) Cc1nc(N2CCCC2)c2c(C(=O)N3CCN(c4ccc(F)cc4)CC3)c(C)oc2n1
 : 21% | 13% | x | -2 | x | x | x
(48) O=C(c1nnc(CN2CCOCC2)n1-c1ccccc1)N1CCC[C@@H]1C(c1ccccc1)c1ccccc1
 : 7% | 1% | 1% | -11 | u | u | 3%
(49) CN1CCC(C2CCN(S(=O)(=O)c3cc(F)ccc3F)C2)CC1 (centres undefined)
 : 2% | 3%[12.5 µM] | -1% | -1 | -22% | -23% | 3%
(50) COc1ccc(-c2noc(CCC(=O)Nc3ccccc3Cl)n2)cc1OC
 : 25% | 10% | x | 5 | x | x | x
(51) CC(=O)N(C1CCOCC1)C1CCN(S(=O)(=O)c2cc(F)ccc2C)CC1
 : u | u | 1% | 6 | -11% | u | i
(52) COC(=O)CNC(=O)c1cn2cc(-c3ccc(OC)cc3)sc2n1
 : 30%[activator][87.6 µM] | 3%[87.6 µM] | x | -25 | u | -24%[172 µM] | i
(53) CC1(c2ccccc2)N(Cc2ccccc2)C(=O)OC12CCN(Cc1cccc(O)c1)CC2 (centres undefined)
 : -20% | -6% | -14% | -17 | u | u | 0%
(54) Cc1cccc(CN2C[C@@H]3C(=O)N(CCN4CCc5ccccc5C4)C(=O)[C@@H]3C2)c1
 : 8% | 7% | -10% | 3 | u | u | i
(55) CCC(C(=O)N1CCN(c2cc(C)ccc2C)CC1)n1nc(C)n2c(cc3occc32)c1=O (centres undefined)
 : u | -28% | x | -20 | x | x | x
(56) COCCN1CCCCCC(O)c2cc(C(=O)NCCc3ccncc3)ccc21 (centres undefined)
 : 21% | 1% | 1% | 3 | -27% | -24% | i
(57) Cc1cc(C)cc(OCCSc2nc3ccc(NC(=O)c4ccc5c(c4)OCO5)cc3s2)c1
 : 2% | -9% | x | -2 | x | x | x
(58) COc1ccc(OC)c(NC(=O)CN2CC3CC(C2)[C@H]2CCCC(=O)N2C3)c1 (some centres undefined)
 : 12% | 3% | 5% | 10 | i | -6% | i
(59) O=C(CCc1ccccc1)N1C[C@@H](CO)[C@H](c2nc(C3CC3)no2)C1
 : -15% | -2% | 3% | 0 | -1% | -20% | 5%
